Compound activity: PubChem, National Center for Advancing Translational Sciences (NCATS)
GLP-1R agonist – activates the human GLP-1 receptor | P43220 | HEK293 GLP-1R CRE-luciferase, luminescence, 4-6 h; cells express a hypersensitive GLP-1R form | Potency, µM (titrated, usually from 45.6 µM), inactives show top-dose activation, actives largely listed as activators | 0.007% of 380,000 active | AID 624172; also: potency is read from the fitted curve at half-maximal effect; % of control where 0% means no effect
Target sequence (P43220 whole entry, looked up): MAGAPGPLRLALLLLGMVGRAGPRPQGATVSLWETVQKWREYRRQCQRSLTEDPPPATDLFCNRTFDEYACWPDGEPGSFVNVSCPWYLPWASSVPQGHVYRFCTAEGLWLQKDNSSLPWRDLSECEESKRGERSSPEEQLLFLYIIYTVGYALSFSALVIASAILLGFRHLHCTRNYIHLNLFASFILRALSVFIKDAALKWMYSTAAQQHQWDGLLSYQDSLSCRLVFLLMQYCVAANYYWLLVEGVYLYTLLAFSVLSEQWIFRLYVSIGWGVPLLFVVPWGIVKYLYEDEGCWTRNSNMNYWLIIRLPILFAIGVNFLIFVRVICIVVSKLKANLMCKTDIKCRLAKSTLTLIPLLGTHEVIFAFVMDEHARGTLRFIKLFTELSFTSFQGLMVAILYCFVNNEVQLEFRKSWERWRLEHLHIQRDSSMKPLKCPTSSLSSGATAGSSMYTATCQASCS
GLP1R inv ag – inverse agonists of human GLP-1 receptor. 1.6% of 410,000 active. P43220. Potency, µM (doses to about 38.3 µM), without a hit: top-dose activity change, negative = inhibition, usual class: inhibitors. HEK293 GLP-1R CRE-luciferase, luminescence, 24 h; GLP-1R form is constitutively active; also: potency is read from the fitted curve at half-maximal effect; % is scaled to controls: 0 for no effect and ±100 for the full control effect; nearly all actives have a fitted effect of over 55% in size
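HEK293 cells stably co-expressing constitutively active GLP-1R and a cAMP-responsive luciferase reporter were seeded in DMEM with 10% Nu serum, given compounds after 12 h, and incubated 24 h at 37 deg C. Luminescence was then read.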
PTHR1 agonist – activates the human parathyroid hormone receptor PTHR1; HEK293 GP2 PTHR1 cells, GloSensor cAMP luminescence, 1 h; Potency, µM (highest dose often 115 µM), for inactives: top-dose activation, usual class: activators; 0.075% of 410,000 active; also: potency is read from the fitted curve at half-maximal effect; nearly all actives have a fitted effect of over 55% in size; some results filed as inactive show a strong effect at the top dose; inactives centre near -15; many of its hits are not listed in these tables
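HEK-293-derived GP2 cells expressing PTHR1 and a GloSensor cAMP reporter, 3,000/well, plated overnight, given luciferin plus IBMX (each 0.5 mM as added) for 1 h at 37 °C, then compound for 1 h at 37 °C. Luminescence was read after 15 min at room temperature.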
HEK293 tox – cytotoxicity in counter-screen for GLP-1R inverse agonists; HEK293 cAMP-luciferase reporter cells, luminescence, 24 h; Potency, µM (series often up to 38.3 µM), without a hit: top-dose activity change, negative = inhibition, usual class: inhibitors; 0.13% of 410,000 active;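 also: loss of luciferase light is scored as toxicity; potency is read from the fitted curve at half-maximal effect; % is scaled to controls: 0 for no effect and ±100 for the full control effect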
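Quantitative HTS format, 1536 wells, 200 cells/uL seeded. Compounds: 23 nL, 24 h, 37 °C. Detection: luciferase reagent, luminescence at 12 min RT; decreased signal taken as cytotoxic.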
PLK1 PBD inh – blocks phosphopeptide binding to human PLK1 polo-box domain; 2.8% of 360,000 active; Plk1 PBD binding of FITC phosphopeptide, fluorescence polarization; Potency, µM, for the others: max response, negative = inhibition, actives largely listed as inhibitors; also: potency is read from the fitted curve at half-maximal effect; series mostly up to about 57 µM; % is scaled to controls: 0 for no effect and ±100 for the full control effect; nearly all actives have a fitted effect of over 65% in size
Target sequence (P53350 whole entry, looked up, the tested form may be a part): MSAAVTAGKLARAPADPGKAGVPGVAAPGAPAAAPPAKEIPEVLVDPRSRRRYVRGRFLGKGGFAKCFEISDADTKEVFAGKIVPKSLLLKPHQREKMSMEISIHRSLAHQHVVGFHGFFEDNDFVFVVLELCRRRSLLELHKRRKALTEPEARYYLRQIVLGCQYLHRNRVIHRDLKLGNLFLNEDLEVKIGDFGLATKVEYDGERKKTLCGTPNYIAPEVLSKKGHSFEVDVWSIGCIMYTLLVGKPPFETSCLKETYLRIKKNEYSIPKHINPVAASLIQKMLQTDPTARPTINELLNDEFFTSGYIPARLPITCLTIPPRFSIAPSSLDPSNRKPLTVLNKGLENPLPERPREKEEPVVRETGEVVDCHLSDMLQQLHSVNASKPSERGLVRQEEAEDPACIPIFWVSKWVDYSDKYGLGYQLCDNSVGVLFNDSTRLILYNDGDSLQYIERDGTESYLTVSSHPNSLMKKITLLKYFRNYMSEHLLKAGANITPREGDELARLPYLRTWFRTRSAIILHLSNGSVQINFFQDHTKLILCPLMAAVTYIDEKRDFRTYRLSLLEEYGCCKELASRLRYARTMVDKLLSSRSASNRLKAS
PI5P4K alpha inh – inhibitors of human PI5P4K alpha; max response, %; PI5P4Kalpha enzyme, ADP-Glo luminescence, 60 min; hits give low values; AID 652105; P48426; 1.2% of 330,000 active; active = max response of -50% or lower; inconclusive = between -30% and -50%; inactive = -30% or higher; also: value at the top dose of about 77 µM; % is scaled to controls: 0 for no effect and ±100 for the full control effect
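qHTS, 1536-well: enzyme/substrate mix, compound by pin tool, 5 microM ATP final; RT 60 min; ADP-Glo reagents 1 (45 min) then 2 (30 min); luminescence.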
EPAC1 ag – agonists of human EPAC1 | 0.073% of 360,000 active | EPAC1 agonist qHTS, biochemical assay; response scale: 100% = response to 6.5 mM cAMP | Potency, µM (top dose mostly 154 µM), for the others: at the highest dose activation, most hits filed as activators | O95398 | AID 720707; also: potency is read from the fitted curve at half-maximal effect; nearly all actives have a fitted effect of over 60% in size
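Multi-concentration qHTS readout: loss of Rap1B-bound BODIPY-GDP fluorescence driven by 100 nM EPAC1 with excess GDP (50 uM), monitored kinetically at room temperature; agonist response expressed relative to 6.5 mM cAMP.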
IL-2 act – IL-2 activation | IL-2 activation reporter assay, cell-based qHTS; stimulated with anti-CD3/CD4/CD28 beads; in transgenic mouse T cells | activation, % (series mostly up to about 46 µM) | 0.065% of 360,000 active; in the data active = activation above about 50%; inconclusive = mostly about 30% to 49%; also: 0% is about no effect
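Readout is EGFP and DsRed signal by fluorescent plate cytometry after 18 h at 37 degrees C. Transgenic mouse T cells (750/well) received compound for 60 min before bead stimulation (anti-CD3, anti-CD4, anti-CD28); memory T cells served as non-tolerant control.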
EPAC1 antagonist – blocks human EPAC1 exchange factor; EPAC1 GEF assay, Rap1b-BODIPY-GDP exchange fluorescence; 0.14% of 360,000 active; Potency, µM (titrated, usually from 115 µM), for the others: top-dose activity change, negative = inhibition, hits mostly inhibitors; AID 720709; O95398;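 also: potency is read from the fitted curve at half-maximal effect; plate controls were vehicle for no effect and positive control for full effect; nearly all actives have a fitted effect of over 50% in size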
* = called active by the depositor; & = joins results of further samples; [ ] = dose if it differs, or a comment. Unless noted, calls follow the shape of the dose curve; as a rule, active = well fitted curve in the direction sought with a large enough effect; inconclusive = small, poorly fitted or top-dose-only effect, or another doubt; inactive = no such curve, though single readings can be large; an effect the other way counts as inactive or inconclusive. Only part of the results is shown; count on the stated rates, not on these rows.

Results for Cc1cc(C)cc(NC(=O)C(c2ccccc2)N2CCCC2)c1 (configuration not stated) ?
GLP-1R agonist: -2%; GLP1R inv ag: inconclusive; PTHR1 agonist: inactive; HEK293 tox: -5%; PLK1 PBD inh: -12%; PI5P4K alpha inh: -5; EPAC1 ag: 2%; IL-2 act: -0.3; EPAC1 antagonist: -3%

Results for COc1ccc(C(CNC(=O)C(CCSC)NC(=O)c2ccccc2Cl)N2CCCCC2)cc1 (configuration not stated) ?
GLP-1R agonist: 0%; GLP1R inv ag: -8%; PTHR1 agonist: inactive; HEK293 tox: -21%; PLK1 PBD inh: 0%; PI5P4K alpha inh: -2; EPAC1 ag: 9%; IL-2 act: -3.2; EPAC1 antagonist: 13%

What do the screens show for `CCN1C(=O)[C@H]2[C@H]3CN=C(SCC4CC4)N3[C@@](Cc3ccccc3)(C(=O)OC)[C@H]2C1=O`?
GLP-1R agonist: -3%; GLP1R inv ag: 6%; PTHR1 agonist: 19%; HEK293 tox: -3%; PLK1 PBD inh: -18%; PI5P4K alpha inh: -1; EPAC1 ag: -21%; IL-2 act: -0.6; EPAC1 antagonist: -3%

What do the screens show for `COc1cc(NS(=O)(=O)c2ccc(NC(=O)c3ccc(C)o3)cc2)nc(OC)n1`?
GLP-1R agonist: 2%; GLP1R inv ag: 6%; PTHR1 agonist: inactive; HEK293 tox: 8%; PLK1 PBD inh: -1%; EPAC1 ag: 6%; IL-2 act: -0.8; EPAC1 antagonist: -2%

Results for CC1(C)CN(c2ccc(Br)cc2Br)C1=O ?
GLP-1R agonist: 1%; GLP1R inv ag: -2%; PTHR1 agonist: inactive; HEK293 tox: 4%; PLK1 PBD inh: -6%; PI5P4K alpha inh: 1; EPAC1 ag: 3%; IL-2 act: -1.2; EPAC1 antagonist: -14%

How did Cc1ccc(N2C(=O)C3C4C=CC(CNC(=S)N5CCN(c6cccc(C)c6)C(C)C5)(O4)C3C2=O)cc1 (configuration not stated) do in these assays?
GLP-1R agonist: 0%; GLP1R inv ag: inconclusive; PTHR1 agonist: -6%; HEK293 tox: -5%; PLK1 PBD inh: -13%; PI5P4K alpha inh: -4; EPAC1 ag: 2%; IL-2 act: -0.4; EPAC1 antagonist: 5%

What do the screens show for `CCOC1=C2CN(S(=O)(=O)c3ccc(C)cc3)C(c3ccc(CC)cc3)CC2n2c(=O)n(-c3ccccc3)c(=O)n2C1` (configuration not stated)?
GLP1R inv ag: 19%; PTHR1 agonist: -11%; HEK293 tox: 0%; PLK1 PBD inh: -6%; PI5P4K alpha inh: 0; EPAC1 ag: 1%; IL-2 act: 0.4; EPAC1 antagonist: 19%

How did Cc1csc(=O)n1CCC(=O)OC(C)C(=O)NCc1ccccc1 (configuration not stated) do in these assays?
GLP-1R agonist: 3%; GLP1R inv ag: 8%; PTHR1 agonist: -3%; HEK293 tox: -3%; PLK1 PBD inh: -11%; PI5P4K alpha inh: 7; EPAC1 ag: -1%; IL-2 act: 0.1; EPAC1 antagonist: 10%

Results for COc1ccc(NS(=O)(=O)c2cc(NC(=O)CNC(=O)c3cccc(OC)c3)ccc2C)cc1 ?
GLP-1R agonist: -3%; GLP1R inv ag: 4%; PTHR1 agonist: -18%; HEK293 tox: -26%; PLK1 PBD inh: -23%; PI5P4K alpha inh: 3; EPAC1 ag: 21%; IL-2 act: 0.1; EPAC1 antagonist: -20%

What do the screens show for `CC1(C)Cc2nc3sc4c(N(CCO)CCO)nnnc4c3cc2CO1`?
GLP-1R agonist: 13%; GLP1R inv ag: 69%[activator]; PTHR1 agonist: -11%; HEK293 tox: 0%; PLK1 PBD inh: -14%; PI5P4K alpha inh: 2; EPAC1 ag: -7%; IL-2 act: -1.3; EPAC1 antagonist: 10%

How did COC[C@@H]1CCCN1c1ccc2c(c1)O[C@H](COCc1ccccc1)CN([C@@H](C)c1ccccc1)S2(=O)=O do in these assays?
GLP-1R agonist: 6%; GLP1R inv ag: -24%; PTHR1 agonist: 5%; HEK293 tox: 8%; PLK1 PBD inh: -18%; PI5P4K alpha inh: 3; EPAC1 ag: -11%; IL-2 act: -0.9; EPAC1 antagonist: -29%

What do the screens show for `CCc1ccc(OCC2c3cc(OC)c(OC)cc3CCN2C(=O)Cc2ccc(OC)c(OC)c2)cc1` (configuration not stated)?
GLP-1R agonist: 14%; GLP1R inv ag: inconclusive; PTHR1 agonist: -16%; HEK293 tox: -12%

In the list so far, these contain a halogen:
Results for COc1ccc(C(CNC(=O)C(CCSC)NC(=O)c2ccccc2Cl)N2CCCCC2)cc1 (configuration not stated) ?
GLP-1R agonist: 0%; GLP1R inv ag: -8%; PTHR1 agonist: inactive; HEK293 tox: -21%; PLK1 PBD inh: 0%; PI5P4K alpha inh: -2; EPAC1 ag: 9%; IL-2 act: -3.2; EPAC1 antagonist: 13%

Results for CC1(C)CN(c2ccc(Br)cc2Br)C1=O ?
GLP-1R agonist: 1%; GLP1R inv ag: -2%; PTHR1 agonist: inactive; HEK293 tox: 4%; PLK1 PBD inh: -6%; PI5P4K alpha inh: 1; EPAC1 ag: 3%; IL-2 act: -1.2; EPAC1 antagonist: -14%

The listing continues:
What do the screens show for `CCc1nc2c(OCC(=O)C(C)(C)C)cccn2c1N(C=O)Cc1ccccc1`?
GLP-1R agonist: 3%; GLP1R inv ag: 6%; PTHR1 agonist: -13%; HEK293 tox: 1%; PLK1 PBD inh: -7%; PI5P4K alpha inh: -2; EPAC1 ag: 1%; IL-2 act: -0.7; EPAC1 antagonist: -8%

What do the screens show for `COc1cc(C(=O)N(C)C2CCCN(Cc3ccccc3F)C2)cc(OC)c1OC` (configuration not stated)?
GLP-1R agonist: 0%; GLP1R inv ag: -7%; PTHR1 agonist: -25%; HEK293 tox: 12%; PLK1 PBD inh: 7%; PI5P4K alpha inh: 11; EPAC1 ag: 0%; IL-2 act: -0.8; EPAC1 antagonist: -15%

Results for COc1ccc(-c2ccc(N(C)C)cc2)cc1[C@H]1[C@@H]2C=CCC[C@@]2(C)C(=O)N1Cc1ccccc1 ?
GLP-1R agonist: -10%; GLP1R inv ag: inconclusive; PTHR1 agonist: -15%; HEK293 tox: 7%; PLK1 PBD inh: -3%; PI5P4K alpha inh: -1; EPAC1 ag: -16%; IL-2 act: 0.1; EPAC1 antagonist: -7%

What do the screens show for `O=C(CCCCC(=O)OCC1CCCO1)OCC1CCCO1` (configuration not stated)?
GLP-1R agonist: 1%; GLP1R inv ag: 11%; PTHR1 agonist: -13%; HEK293 tox: 0%; PLK1 PBD inh: -6%; PI5P4K alpha inh: -2; EPAC1 ag: 2%; IL-2 act: 0.4; EPAC1 antagonist: 0%

Results for COC(=O)c1sc(S(=O)(=O)Nc2ccc(C)cc2)c(C(=O)OC)c1C ?
GLP-1R agonist: 2%; GLP1R inv ag: -9%; PTHR1 agonist: inactive; HEK293 tox: 6%; PLK1 PBD inh: -7%; PI5P4K alpha inh: 5; EPAC1 ag: -2%; IL-2 act: -2.0; EPAC1 antagonist: -30%

How did CC1=C(C(=O)Nc2ccc(C)cc2C)C(c2ccc(C)o2)NC(=S)N1 (configuration not stated) do in these assays?
GLP-1R agonist: 10%; GLP1R inv ag: 10%; PTHR1 agonist: -1%; HEK293 tox: 18%; PLK1 PBD inh: -11%; PI5P4K alpha inh: 1; EPAC1 ag: -4%; IL-2 act: -0.1; EPAC1 antagonist: -6%

How did CCc1ccccc1NC(=O)N1CCN(c2cc(-c3noc(C)n3)ccc2C)CC1 do in these assays?
GLP-1R agonist: 2%; GLP1R inv ag: 2%; PTHR1 agonist: -23%; HEK293 tox: 0%

What do the screens show for `CC(=O)N1CCc2c(sc(NC(=O)CN3C(=O)c4ccccc4C3=O)c2C(N)=O)C1`?
GLP-1R agonist: -3%; GLP1R inv ag: -11%; PTHR1 agonist: -11%; HEK293 tox: 3%; PLK1 PBD inh: -28%; PI5P4K alpha inh: -77*; EPAC1 ag: -2%; IL-2 act: -0.1; EPAC1 antagonist: -8%

Results for CC12CCC(C(=O)O)(C/C1=N\O)C2(C)C (configuration not stated) ?
GLP-1R agonist: -7%&-2%; GLP1R inv ag: inconclusive; PTHR1 agonist: -13%; HEK293 tox: -10%&21%; PLK1 PBD inh: -6%&-2%; PI5P4K alpha inh: -4; EPAC1 ag: 9%&-7%; IL-2 act: -2.8&-1.6; EPAC1 antagonist: -4%&1%

How did COc1ccc2nc(NC(=O)C3COc4ccccc4O3)sc2c1 (configuration not stated) do in these assays?
GLP-1R agonist: -1%; GLP1R inv ag: inconclusive; PTHR1 agonist: -52%; HEK293 tox: 2%; PLK1 PBD inh: -2%; PI5P4K alpha inh: -1; EPAC1 ag: -8%; IL-2 act: -3.2; EPAC1 antagonist: -27%

How did CC(=O)Nc1ccc(NC(=O)C(C)OC(=O)CCCN2C(=O)c3cccc4cccc(c34)C2=O)cc1 (configuration not stated) do in these assays?
GLP-1R agonist: 22%; GLP1R inv ag: 23%; PTHR1 agonist: inactive; HEK293 tox: -14%; PLK1 PBD inh: -6%; PI5P4K alpha inh: 3; EPAC1 ag: -1%; IL-2 act: 0.1; EPAC1 antagonist: -15%

What do the screens show for `O=C(NNC(=O)c1cnccc1C(F)(F)F)c1ccc(Cl)cc1`?
GLP-1R agonist: 0%; GLP1R inv ag: 6%; PTHR1 agonist: -3%; HEK293 tox: -3%; PLK1 PBD inh: 0%; PI5P4K alpha inh: -7; EPAC1 ag: -3%; IL-2 act: -1.7; EPAC1 antagonist: -21%

What do the screens show for `CCCCCc1ccnc(CC(=O)c2ccc(OC)cc2)c1`?
GLP-1R agonist: 4%; GLP1R inv ag: -18%; PTHR1 agonist: -18%; HEK293 tox: -26%; PLK1 PBD inh: 2%; PI5P4K alpha inh: -5; EPAC1 ag: 1%; IL-2 act: -0.5; EPAC1 antagonist: 4%
